Screens from PubChem BioAssay.
MLL CXXC-DNA inh = blocks binding of human MLL CXXC domain to DNA; MLL-CXXC / FITC-HOXA9 DNA fluorescence polarization; Potency, µM (doses to about 115 µM), without a hit: at the top dose activity change, negative = inhibition, usual class: inhibitors; Q03164; hit rate 0.037% among 290,000; active = well fitted inhibition curve with a large enough effect in the polarisation, with a control signal flat, not every such curve was filed as active; inconclusive = small, poorly fitted or top-dose-only effect, or effect the other way, or a change in a side signal; inactive = no such curve, though single readings can be large or run the other way; the % refers to the polarisation; also: potency is read from the fitted curve at half-maximal effect
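Steps: dispense CXXC domain solution (7 uM) → pin compounds or unlabeled HOX-A9 DNA control → 5 min ambient → add FLSN-HOX-A9 solution (50 nM) → spin → 30 min ambient → fluorescence polarization. Tris pH 7.5/NaCl/DTT/BSA buffer.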
TCR activator = T cell receptor activation | primary human leukocytes, anti-CD3, IL-2 HTRF, 48 h | Potency, µM (titrated, usually from 9.22 µM), for inactives: at the top dose activation of IL-2 secretion, most hits filed as activators | 330,000 tested, under 10 active | AID 504894; also: % of control where 0% means no effect
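Primary human leukocytes incubated 48 hr with anti-CD3 beads plus compound, without co-stimulation. Secreted IL-2 measured by HTRF (europium cryptate/d2 anti-IL-2 pair, 320 nm excitation, 665 nm emission).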
TSHR antagonist = blocks TSH signaling through the human TSH receptor; P16473; TSHR-expressing cells, TSH-stimulated cAMP HTRF, 2 h; stronger effect = lower value; activity change, negative = inhibition, % at 11.5 µM; hit rate 0.2% among 330,000; AID 504810;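 active = activity change below a set negative limit, meaning inhibition stronger than a set level, cut at about -70% in these data; inconclusive = activity change between two set negative limits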; also: % is scaled to controls: 0 for no effect and ±100 for the full control effect
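Freshly harvested TSHR cells receive pin-tooled compound, then EC80 TSH at 4nM final. After 2 hours at 37 deg C, antibody in lysis buffer and cAMP-d2 are added; 30 minutes at ambient temperature precede the HTRF read.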
Giardia killer = Giardia lamblia killing; Giardia lamblia trophozoite viability; activity change, % at 7.66 µM, hits read low; hit rate 0.15% among 340,000; in the data active = activity change below about -80%; inconclusive = between about -30% and that limit;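 also: parasites exposed to compound for two days anaerobically before the ATP read; % is scaled to controls: 0 for no effect and ±100 for the full control effect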
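Each well holds 100 Giardia trophozoites and compound. After two days (48 hrs) at 37 deg C in anaerobic conditions, ATP is quantified by luminescence.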
Coupling enz = inhibits coupling enzyme system, counter-screen for aldolase hits; coupling enzyme system counterscreen, AmpLite Red fluorescence; activity change, negative = inhibition, % at 58.2 µM, hits read low; hit rate 0.67% among 290,000; AID 2472; in the data active = activity change below about -30%; also: % is scaled to controls: 0 for no effect and ±100 for the full control effect
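Counterscreen lacking aldolase: glyceraldehyde-3-phosphate coupling-enzyme reagent preincubated 10 min at RT with compound (at 57.5 uM final), then substrate/coupling system with AmpLite Red added; fluorescence read at 525/598 nm after 20 min RT.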
GALK inhibitor = inhibitors of human galactokinase; P51570; Purified GALK, Kinase-Glo residual ATP luminescence; Potency, µM (doses to about 57.5 µM), for inactives: at the highest dose activity change, negative = inhibition, usual class: inhibitors; hit rate 0.007% among 270,000; AID 1868; also: potency is read from the fitted curve at half-maximal effect; % is scaled to controls: 0 for no effect and ±100 for the full control effect
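The enzyme phosphorylates galactose (100 uM) using ATP (35 uM); inhibition is detected as higher residual ATP, quantified by bioluminescence after 1 h reaction at room temperature, pH 8.0.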
hERG WT inh = KCNH2 (human, wildtype) channel inhibition; Q12809; U2OS, BacMam KCNH2, thallium flux FluxOr; stronger effect = lower value; activity change, % at 1.84 µM; hit rate 0.37% among 340,000;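 active = maximum activity change below -70%; inconclusive = maximum activity change between -70% and -50%; inactive = maximum activity change above -50%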; also: % is scaled to controls: 0 for no effect and ±100 for the full control effect
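U2OS cells were transduced with wild-type KCNH2 virus (2.03 x 10^8 / mL) for 4 h at room temperature, then cultured overnight at 37 C. Thallium flux was read with FluxOr dye. Rate constants were normalized to DMSO controls.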
Chronic BCR inh = inhibitors of chronic active B-cell receptor signaling; ABC-DLBCL IkBa-CBG/CBR reporter, luminescence ratio, 4 h; hit rate 0.05% among 340,000; Potency, µM (top dose mostly 46.1 µM), inactives show top-dose ratio change, negative = lower green/red ratio, usual class: inhibitors; AID 493014; active = well fitted inhibition curve with a large enough effect in the signal ratio, with a control signal flat, not every such curve was filed as active; inconclusive = small, poorly fitted or top-dose-only effect, or effect the other way, or a change in a side signal; the % refers to the signal ratio;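 also: potency is read from the fitted curve at half-maximal effect; plate controls were basal doxycycline-induced cells for no effect and cells given 10 µM MG132 for full effect; MG132 reads +100%, hits lower the ratio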
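TMD8 human ABC-DLBCL cells with doxycycline-inducible IκBα–green luciferase fusion and unfused red luciferase, in 0.5% FBS medium; compounds up to 46 uM, 4 h at 37C. Green/red luminescence ratio, filter-overlap corrected, fitted to concentration-response curves.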
Tb PFK inh = inhibitors of T. brucei phosphofructokinase; Potency, µM (titrated, usually from 57.5 µM), without a hit: at the top dose activity, negative = inhibition, actives largely listed as inhibitors; AID 485367; O15648; hit rate 0.17% among 330,000; T. brucei PFK, ADP-Glo luminescence;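 also: potency is read from the fitted curve at half-maximal effect; 0% = uninhibited 1x PFK enzyme wells and -100% = no-enzyme wells; nearly all actives have a fitted effect of over 60% in size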
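ADP-Glo luminescence quantified ADP after 45 min at room temperature, with 1.25 nM T. brucei PFK, 0.1 mM ATP and 0.5 mM fructose-6-phosphate in pH 8.0 TEA buffer. qHTS titrations up to 57 µM; curves classified by quality.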
AT treatment = potential ataxia-telangiectasia treatments restoring KAP-1 phosphorylation; […] A-T fibroblasts, KAP-1 phosphorylation AlphaLISA; neocarzinostatin DNA damage 30 min before lysis; Potency, µM (highest dose often 57.5 µM), for the others: at the top dose activation, usual class: activators; hit rate 0.19% among 320,000; also: potency is read from the fitted curve at half-maximal effect; % of control where 0% means no effect; nearly all actives have a fitted effect of over 45% in size
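hTERT-immortalized A-T patient fibroblasts ([…]), 500 cells/well in OPTI-MEM, 1% FBS, got compounds for 60 min, then NCS for 30 min at 37C. Lysates were then assayed for phospho-KAP-1 by AlphaLISA (anti-pKAP1 donor, anti-KAP1 acceptor beads), 6 hr at 25C.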
The depositor's hits bear a star; ? = inconclusive; . = not tested or not shown; [ ] = remark or other dose. Unless noted, calls follow the shape of the dose curve; as a rule, active = well fitted curve in the direction sought with a large enough effect; inconclusive = small, poorly fitted or top-dose-only effect, or another doubt; inactive = no such curve, though single readings can be large; an effect the other way counts as inactive or inconclusive.

SMILES	MLL CXXC-DNA inh	TCR activator	TSHR antagonist	Giardia killer	Coupling enz	GALK inhibitor	hERG WT inh	Chronic BCR inh	Tb PFK inh	AT treatment
Cc1cc(/C=N/Nc2ccc([N+](=O)[O-])cn2)c(C)n1-c1ccc(C(=O)O)cc1	10%	-1%	-11	11	-7	-8%	-3	6%	?	0%
CCCNC(=O)Cn1nc([N+](=O)[O-])c([N+](=O)[O-])c1C	8%	-1%[46.1 µM]	-27	-24	-7	2%	0	7%	?	-6%
O=C(Nc1nncs1)c1ccc(F)c(S(=O)(=O)N2CCCCC2)c1	-4%	5%	-12	-3	11	-1%	1	-1%	1%	2%
O=c1c2cc(Br)ccc2nc2n1CCCCC2	3%	3%	3	10	.	-5%	-3	1%	-1%	3%
Cc1cccc(NC(=O)c2ccc(NC(=O)c3ccccc3Br)cc2)c1	-7%	4%	-26	14	.	2%	-17	?	-3%	-3%
Nc1ccc(C23CC4CC(CC(CO)(C4)C2)C3)cc1	-3%	-5%	6	-17	1	4%	-6	6%	3%	.
CCN(CC)CCCn1c2c(c(SCC(=O)Nc3cccc4ccccc34)nc1=O)CCC2	.	1%	1	11	.	.	7	?	-3%	-6%
CCN(CC)S(=O)(=O)c1ccc(NC(=O)c2ccc(Sc3nncn3C)c([N+](=O)[O-])c2)cc1	-10%	1%[46.1 µM]	-7	-15	2	-1%	8	11%	-1%	-12%

Following part.
SMILES	MLL CXXC-DNA inh	TCR activator	TSHR antagonist	Giardia killer	Coupling enz	GALK inhibitor	hERG WT inh	Chronic BCR inh	Tb PFK inh	AT treatment
CC(=O)c1ccc(S(=O)(=O)Nc2cccc(S(=O)(=O)NC3=NCCC3)c2)cc1	8%	3%	3	-12	-4	3%	-11	0%	1%	6%
Cc1ccc(Cl)cc1NC(=O)CNCC(c1ccccc1)N(C)C (stereo not drawn)	11%	0%	-4	7	1	0%	-9	0%	-3%	6%
O=C(NCCCN1CCOCC1)c1ccc2c(c1)N(Cc1ccccc1)C(=O)c1ccccc1S2=O (stereo not drawn)	-8%	8%	-12	17	.	-5%	-1	-4%	1%	14%
O=C1c2ccccc2C(=O)N1CN(C(=O)c1ccccc1[N+](=O)[O-])c1ccc(F)cc1	5%	-4%[46.1 µM]	-6	4	1	.	0	0%	2%	-6%
CC(C)(C)N1C(=O)c2ccc(C(=O)Nc3nccs3)cc2C1=O	-9%	1%	-6	-11	-2	-1%	5	13%	0%	0%
COCC(C)NS(=O)(=O)c1ccccc1 (stereo not drawn)	-1%	5%	-3	-8	4	5%	-27	2%	-1%	-5%
O=C(NN1C(=O)c2ccccc2NC1c1ccccn1)c1ccccc1 (stereo not drawn)	10%	1%[46.1 µM]	21	4	3	1%	14	2%	2%	-7%
COc1ccc(C(=O)NCC(=O)N/N=C/C(C)=C/c2ccco2)cc1OC	-1%	1%[46.1 µM]	-22	2	-8	2%	-32	?	-10%	-6%

Following part:
SMILES	MLL CXXC-DNA inh	TCR activator	TSHR antagonist	Giardia killer	Coupling enz	GALK inhibitor	hERG WT inh	Chronic BCR inh	Tb PFK inh	AT treatment
CCc1ccc2c(CN3CCN(S(=O)(=O)c4cccs4)CC3)cc(=O)oc2c1	1%	-4%[46.1 µM]	-26	42[activator]	0	-1%	-8	-10%	0%	2%
Cc1ccc(C2=NN(CC(=O)NCc3cccnc3)C(=O)CC2)cc1	-5%	2%[46.1 µM]	9	.	2	1%	.	-1%	8%	-1%
CCN(C(=S)NC(=O)c1ccccc1Br)C1CCCCC1	-2%	6%[46.1 µM]	-7	5	3	.	-1	1%	1%	-1%
COc1cc(OC)cc(C(=O)NNS(=O)(=O)c2ccc(F)cc2)c1	11%	-5%	7	13	2	-8%	-1	-3%	3%	10%
O=C(CN1C(=O)NC2(CCCCCC2)C1=O)c1ccc(F)cc1	.	2%	-6	-11	.	.	-6	2%	0%	-5%
CC(C)(C)OC(=O)N1CCC[C@H]1C(=O)Nc1ccc(C#N)cc1	11%	-2%	-6	20	0	.	3	0%	-5%	3%
CCN1CCN(C(=S)NCC(C)C)CC1	12%	9%[46.1 µM]	8	-5	-1	2%	-5	0%	0%	1%
COc1ccc(CNC(=O)c2cccc(NC(=O)CC3SC(N4CCCCC4)=NC3=O)c2)cc1 (stereo not drawn)	.	-4%[46.1 µM]	8	-25	.	.	24	?	2%	11%

The list continues.
Results follow in this order: MLL CXXC-DNA inh, TCR activator, TSHR antagonist, Giardia killer, Coupling enz, GALK inhibitor, hERG WT inh, Chronic BCR inh, Tb PFK inh, AT treatment
CC(C)Cn1c(SCC(=O)NC2CCCc3ccccc32)nc(O)cc1=O (stereo not drawn)
 : 3%, 3%, -14, -6, -3, 0%, 2, 0%, -2%, 17%
Cc1[nH]n(-c2ccccc2)c(=O)c1/C=N/Nc1nncc(-c2ccccc2)n1
 : -19%, 0%, -7, 0, -29, 0%, -8, 26%, 9%, -5%
Cc1ccc(C2CC(c3cccs3)=NN2C(=O)CSc2nc(=O)n3ccc(C)cc3n2)cc1 (stereo not drawn)
 : ., ., -10, ., ., ., ., 8%, -9%, 12%
CCOc1ccccc1C1C2C(=O)N(c3ccccc3)C(=O)C2ON1c1ccccc1 (stereo not drawn)
 : -7%, 11%, -6, 5, 1, 5%, 24, 0%, 4%, 11%
CC(C)Oc1cccc(C(=O)Nc2ccc(NC(=O)c3ccco3)cc2)c1
 : -18%, 4%, -3, -25, 1, 7%, 12, -4%, 0%, -1%
Cc1ccc(-c2ccc(C)c(N)c2C)c(C)c1N
 : 7%, -1%, 5, -6, 2, 0%, -1, 1%, 4%, -3%
CC(=O)c1ccc(NC2=C(N3CCOCC3)C(=O)c3ccccc3C2=O)cc1
 : -1%, 0%, -14, -8, -30*, 0%, 3, 4%, -3%, -13%
CCN(C(=O)c1cc2c(=O)[nH]c3ccc(C)cc3c2s1)c1cccc(C)c1
 : 5%, -3%, 17, 12, 1, -4%, 3, 3%, -1%, -5%
CNc1ccccc1C(=O)OCC(=O)c1ccc(F)cc1
 : 3%, -6%, -8, 1, -2, -2%, -13, ?, 1%, 1%
S=c1[nH]nc(-c2ccccc2Cl)n1CC1CCCO1 (stereo not drawn)
 : 2%, 6%, 5, 7, 1, 0%, 3, -1%, 0%, .
CCCS(=O)(=O)N1CCC(C(=O)NCCc2ccc(C)cc2)CC1
 : 3%, -6%, 5, 6, 1, -6%, 1, 4%, -3%, 1%
ON=C1c2ccccc2-c2ccccc21
 : 11%, 4%, -1, -28, 0, -1%, -11, ?, ?, -4%
CCC(Oc1ccccc1OC)C(=O)Nc1ccc2c(c1)OCCO2 (stereo not drawn)
 : 26%, -2%, 3, 27, 1, -3%, 1, -10%, -3%, 12%
C#CCOCCOCCOCCNc1nc(N2CCN(C(=O)[C@H](Cc3ccc(O)cc3)n3cc([C@@H](N)C(C)CC)nn3)CC2)nc(N2CCN(C(=O)[C@H](CCCCN)n3cc([C@@H](N)CO)nn3)CC2)n1 (stereo partly drawn)
 : -21%, -5%, -8, 6, -1, -2%, ., 0%, -3%, -1%
COc1cc(-c2nc3ccccn3c2N)ccc1O
 : -12%, ., -11, 16, -5, -2%, -5, -6%, 2%, -4%

(more compounds)
Results follow in this order: MLL CXXC-DNA inh, TCR activator, TSHR antagonist, Giardia killer, Coupling enz, GALK inhibitor, hERG WT inh, Chronic BCR inh, Tb PFK inh, AT treatment
O=c1cc[nH]c2c1ccc1cccnc12
 : ., 2%, -8, -6, ., ., -3, ?, 0%, 0%
N#CC1=C(N)Oc2n[nH]c(-c3ccccc3)c2C1c1cccc(OC(=O)N2CCOCC2)c1 (stereo not drawn)
 : -2%, -5%, -5, -2, -7, 0%, 6, 6%, -5%, 2%
COc1ccc(C2CC2/C(=N/O)c2ccccc2)cc1 (stereo not drawn)
 : 16%, -2%, -4, -20, 5, -2%, -1, ?, -5%, 6%
CCOc1ccc(S(=O)(=O)NC(C)C)cc1C(N)=O
 : -2%, 2%, 6, 6, -1, -4%, 0, -2%, 0%, 7%

Three compounds from above, ordered by SMILES length, highest first:
Results follow in this order: MLL CXXC-DNA inh, TCR activator, TSHR antagonist, Giardia killer, Coupling enz, GALK inhibitor, hERG WT inh, Chronic BCR inh, Tb PFK inh, AT treatment
C#CCOCCOCCOCCNc1nc(N2CCN(C(=O)[C@H](Cc3ccc(O)cc3)n3cc([C@@H](N)C(C)CC)nn3)CC2)nc(N2CCN(C(=O)[C@H](CCCCN)n3cc([C@@H](N)CO)nn3)CC2)n1 (stereo partly drawn)
 : -21%, -5%, -8, 6, -1, -2%, ., 0%, -3%, -1%
COc1cc(-c2nc3ccccn3c2N)ccc1O
 : -12%, ., -11, 16, -5, -2%, -5, -6%, 2%, -4%
O=c1cc[nH]c2c1ccc1cccnc12
 : ., 2%, -8, -6, ., ., -3, ?, 0%, 0%

Compounds were not picked by outcome, and some 1.6% of all compounds hit somewhere here.
